Screening data: PubChem, several laboratories
core dimer inh: inhibitors of HCV core protein dimerization, primary screen, biochemical, TR-FRET, high-throughput. TR-FRET GST/Flag-core106 dimerization, 1536-well. inhibition, % at 5 µM. hit rate 0.33% among 300,000;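 active means inhibition above the mean of all tested compounds plus 3 SD, set per screening campaign, cut at about 45% in these data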
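System – GST-tagged and Flag-tagged HCV core protein residues 1-106 · Repeats – one well for each compound · Technique – TR-FRET 671 and 617 nm emission · Doses – one concentration, 5 µM, in 0.5% DMSO · Times – 4 h, 22.5 °C incubation · Also added – Eu donor and XL665 acceptor anti-tag antibodies · Measure – percent inhibition of core106 dimerization signal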
EBNA-1 inhibitor: EBNA-1 DNA-binding inhibitors, primary screen, biochemical, fluorescence polarization. inhibition, % at 14.8 µM. hit rate 0.34% among 300,000; in the data active means inhibition above about 28%
CTSL1 counter: Fasciola hepatica cathepsin L1 inhibitors, primary screen, counter-screen for PFM18AAP inhibitor project, biochemical, QFRET, fluorogenic peptide substrate. hit rate 0.49% among 300,000. inhibition, % at 5.96 µM. recombinant F. hepatica cathepsin L1, Z-Leu-Arg-MCA fluorescence. AID 1906, 2009;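 active means inhibition above the mean of all tested compounds plus 3 SD, set per screening campaign, cut at about 17% in these data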;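 further: 0% = plate median of test compound wells and 100% = 1 µM Z-Phe-Ala-diazomethylketone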
PP5 inh: PP5 phosphatase inhibitors, primary screen, biochemical, fluorescence; inhibition, % at 6.7 µM; hit rate 0.18% among 320,000; purified PP5c, OMFP substrate fluorescence; AID 1987, 2009;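 active means inhibition above the campaign's mean inhibition across all tested compounds plus 3 SD, cut at about 9.5% in these data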;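 further: 0% = DMSO only and 100% = 100 µM cantharidin control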
PP1 inh: PP1-alpha phosphatase inhibitors, primary screen, counter-screen for PP5 inhibitor project, biochemical, fluorescence, OMFP substrate, single point. purified PP1alpha. inhibition, % at 6.7 µM. AID 2235, 2010. Serine/threonine-protein phosphatase PP1-alpha catalytic subunit (Homo sapiens), P62136. hit rate 0.9% among 320,000;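 active means inhibition above the mean inhibition of all tested compounds plus 3 SD, computed separately for each screening campaign, cut at about 15% in these data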
Target sequence (P62136 whole entry, looked up): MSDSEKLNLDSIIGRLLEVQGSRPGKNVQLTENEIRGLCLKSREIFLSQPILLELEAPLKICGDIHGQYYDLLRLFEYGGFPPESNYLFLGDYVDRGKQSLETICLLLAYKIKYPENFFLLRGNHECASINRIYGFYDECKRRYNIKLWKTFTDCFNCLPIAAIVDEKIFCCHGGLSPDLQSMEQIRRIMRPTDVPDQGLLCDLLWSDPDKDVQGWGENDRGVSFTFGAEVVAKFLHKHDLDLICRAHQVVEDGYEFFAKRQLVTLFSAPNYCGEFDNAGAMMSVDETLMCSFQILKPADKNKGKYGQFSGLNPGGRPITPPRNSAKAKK
CR mimetic SO: reduction of superoxide in aged yeast, primary screen, HTS | S. cerevisiae aged cells, superoxide DHE fluorescence; stronger effect = lower value | superoxide response (% of plate mean), % at 10 µM | hit rate 0.18% among 330,000 | AID 2690, 2010;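 active means superoxide response under a set limit, about three screen SD below normal, cut at about 65% in these data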;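 further: yeast aged for seven days with compound at 30 °C before DHE staining; 100% = average MFI of all compound-treated wells on the plate with controls excluded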
ZTA DNA inh: blocks Epstein-Barr virus ZTA, an EBNA-1 counter-screen | P03206 | ZTA-DNA binding, fluorescence polarization | inhibition, % at 11 µM | hit rate 0.15% among 320,000; in the data active means inhibition above about 33%
Target sequence (P03206 whole entry, looked up): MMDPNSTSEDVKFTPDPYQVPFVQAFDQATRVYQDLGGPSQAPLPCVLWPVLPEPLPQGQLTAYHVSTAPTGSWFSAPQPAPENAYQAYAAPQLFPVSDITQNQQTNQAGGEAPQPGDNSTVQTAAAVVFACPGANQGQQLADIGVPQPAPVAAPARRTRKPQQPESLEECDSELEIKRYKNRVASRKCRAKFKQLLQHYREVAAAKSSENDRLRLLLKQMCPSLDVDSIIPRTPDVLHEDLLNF
TPT1 inh: Candida albicans TPT1 enzyme inhibitors, primary screen, biochemical, fluorescence polarization. tRNA 2'-phosphotransferase TPT1 (Candida albicans SC5314). recombinant caTPT1, FP RNA substrate dephosphorylation. inhibition, % at 5 µM. hit rate 0.81% among 300,000;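 active means inhibition above the mean of all tested compounds plus 3 SD, set per screening campaign, cut at about 24% in these data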;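 further: plate controls were DMSO alone for no effect and ferristatin control at 100 nM for full effect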
JMJD2C inh: inhibitors of GASC-1 histone demethylase, primary screen, biochemical, fluorescence, DELFIA europium; Lysine-specific demethylase 4C (Homo sapiens), Q9H3R0; GST-JMJD2C(1-420) H3K9me3 demethylation; inhibition, % at 2.35 µM; hit rate 0.069% among 330,000; AID 2099, 2009;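 active means more than half of a compound's replicate wells show inhibition beyond 50%, single wells judged on their own value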;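 further: signal counts dimethyl H3K9 product captured on neutravidin plate; 0% = median of DMSO wells and 100% = 0.3 times that DMSO median; strong numbers were not always called active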
Target sequence (Q9H3R0 1-420 limits assumed): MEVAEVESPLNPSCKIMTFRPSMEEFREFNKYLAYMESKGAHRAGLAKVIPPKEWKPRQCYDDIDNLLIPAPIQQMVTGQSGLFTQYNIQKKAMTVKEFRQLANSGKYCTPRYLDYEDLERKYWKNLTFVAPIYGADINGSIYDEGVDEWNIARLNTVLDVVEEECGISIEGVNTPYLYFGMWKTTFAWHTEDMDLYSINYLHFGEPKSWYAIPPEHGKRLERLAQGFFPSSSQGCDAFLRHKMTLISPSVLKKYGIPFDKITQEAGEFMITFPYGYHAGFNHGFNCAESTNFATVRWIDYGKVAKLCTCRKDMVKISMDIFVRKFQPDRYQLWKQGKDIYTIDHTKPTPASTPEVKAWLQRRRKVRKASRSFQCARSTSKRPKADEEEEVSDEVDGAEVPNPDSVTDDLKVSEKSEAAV
The depositor's hits bear a star. Not a hit list. About 3.1% of those tested had a hit in this group.

Results for COc1ccc(NC(=S)N(Cc2ccc(N(C)C)cc2)Cc2ccco2)cc1 ?
core dimer inh: 0; EBNA-1 inhibitor: -5; CTSL1 counter: 2; PP5 inh: 0.8; PP1 inh: -1; CR mimetic SO: 105; ZTA DNA inh: -17; TPT1 inh: -1; JMJD2C inh: -4

How did O=c1nc(SCc2c(F)cccc2Cl)nc(-c2ccccc2)[nH]1 do in these assays?
core dimer inh: 3; EBNA-1 inhibitor: -4; CTSL1 counter: -3; PP5 inh: 1.0; PP1 inh: -2; CR mimetic SO: 110; ZTA DNA inh: -11; TPT1 inh: -4; JMJD2C inh: 1

What do the screens show for `CCCCCC(=O)NC(=S)Nc1ccccc1C(=O)OC`?
core dimer inh: 3; EBNA-1 inhibitor: 7; CTSL1 counter: -5; PP5 inh: 3.5; PP1 inh: 0; CR mimetic SO: 104; ZTA DNA inh: -8; TPT1 inh: -4; JMJD2C inh: 8

How did N#Cc1ccccc1/C=N/Nc1nc(-c2ccccc2)c2cc(Cl)ccc2n1 do in these assays?
core dimer inh: 5; EBNA-1 inhibitor: -5; CTSL1 counter: 0; PP5 inh: -1.1; PP1 inh: -1; CR mimetic SO: 91; ZTA DNA inh: -12; TPT1 inh: -4; JMJD2C inh: 17

What do the screens show for `CCc1ccc(N2CSC3=C(C#N)C(c4cccs4)CC(=O)N3C2)cc1` (configuration not stated)?
core dimer inh: 13; EBNA-1 inhibitor: 6; CTSL1 counter: 3; PP5 inh: -0.4; PP1 inh: 7; CR mimetic SO: 97; ZTA DNA inh: 5; TPT1 inh: 2; JMJD2C inh: 3

How did Cc1ccccc1-c1nc(CN2CCSCC2)c(C)o1 do in these assays?
core dimer inh: -4; EBNA-1 inhibitor: -7; CTSL1 counter: -3; PP5 inh: -0.6; PP1 inh: -1; CR mimetic SO: 83; ZTA DNA inh: -5; TPT1 inh: 1; JMJD2C inh: 1

How did CCOC(=O)c1cc(-c2cccs2)nn1CCC#N do in these assays?
core dimer inh: -1; EBNA-1 inhibitor: -7; CTSL1 counter: 11; PP5 inh: -1.9; PP1 inh: -1; CR mimetic SO: 116; ZTA DNA inh: -49; TPT1 inh: -3; JMJD2C inh: -6

How did Cc1ccc(NC(=O)CN(C)C(=S)NC2CC2)cc1 do in these assays?
core dimer inh: 1; EBNA-1 inhibitor: -4; CTSL1 counter: -4; PP5 inh: -1.1; PP1 inh: -1; CR mimetic SO: 103; ZTA DNA inh: -2; TPT1 inh: 2; JMJD2C inh: 1

What do the screens show for `Oc1ccc(Br)cc1/C=N/n1c(-c2ccccc2)n[nH]c1=S`?
core dimer inh: 0; EBNA-1 inhibitor: 0; CTSL1 counter: -2; PP5 inh: 1.6; PP1 inh: 5; CR mimetic SO: 101; ZTA DNA inh: 4; TPT1 inh: 2; JMJD2C inh: -5

How did COC(=O)CNC(=O)C1CCCN1C(=O)CNC(=O)OC(C)(C)C (configuration not stated) do in these assays?
core dimer inh: -7; EBNA-1 inhibitor: -4; CTSL1 counter: -3; PP5 inh: -1.3; PP1 inh: -1; CR mimetic SO: 88; ZTA DNA inh: -4; TPT1 inh: 0; JMJD2C inh: 4

Results for COc1ccccc1CNC(=O)C1CC(c2cccc([N+](=O)[O-])c2)=NO1 (configuration not stated) ?
core dimer inh: -8; EBNA-1 inhibitor: 9; CTSL1 counter: 0; PP5 inh: 1.4; PP1 inh: -1; CR mimetic SO: 105; ZTA DNA inh: 0; TPT1 inh: -1; JMJD2C inh: -5

Results for CCC(=O)N1c2ccc(S(=O)(=O)CCC(=O)N3CCn4c3nc3ccccc34)cc2CC1C (configuration not stated) ?
core dimer inh: 6; EBNA-1 inhibitor: -7; CTSL1 counter: -2; PP5 inh: 3.3; PP1 inh: -1; CR mimetic SO: 102; ZTA DNA inh: -2; TPT1 inh: 4; JMJD2C inh: -26

What do the screens show for `CCCN(C(=O)c1cccc(S(=O)(=O)N2CCN(Cc3ccccc3)CC2)c1)C1CCS(=O)(=O)C1` (configuration not stated)?
core dimer inh: -5; EBNA-1 inhibitor: 12; CTSL1 counter: 2; PP5 inh: -1.6; PP1 inh: -5; CR mimetic SO: 106; ZTA DNA inh: -2; TPT1 inh: -1; JMJD2C inh: 0

How did Cc1ccc2c(c1)/C(=N/O)CCS2 do in these assays?
core dimer inh: -7; EBNA-1 inhibitor: -5; CTSL1 counter: 0; PP5 inh: -1.8; PP1 inh: 1; CR mimetic SO: 88; ZTA DNA inh: 6; TPT1 inh: -6; JMJD2C inh: -26

What do the screens show for `COc1ccccc1CNC(=O)COC(=O)c1sc(C)nc1C`?
PP5 inh: 2.7; PP1 inh: 0; CR mimetic SO: 70; ZTA DNA inh: -11

How did O=C(COC(=O)c1ncc(Cl)c(Cl)c1Cl)NCc1cccs1 do in these assays?
core dimer inh: 6; EBNA-1 inhibitor: 4; CTSL1 counter: -2; PP5 inh: -3.8; PP1 inh: -5; CR mimetic SO: 107; ZTA DNA inh: -3; TPT1 inh: 1; JMJD2C inh: 0

What do the screens show for `O=C(COc1ccc2ccc(=O)oc2c1)NC(Cc1ccc(Cl)cc1)C(=O)O` (configuration not stated)?
core dimer inh: -7; EBNA-1 inhibitor: -10; CTSL1 counter: -1; PP5 inh: 4.4; PP1 inh: -10; CR mimetic SO: 126; ZTA DNA inh: -3; TPT1 inh: 0; JMJD2C inh: 2

How did COCCCNC(=O)COc1ccc(-c2nccc(-c3ccccn3)n2)cc1 do in these assays?
core dimer inh: 8; EBNA-1 inhibitor: 1; CTSL1 counter: 7; PP5 inh: -1.2; PP1 inh: -2; CR mimetic SO: 96; ZTA DNA inh: 0; TPT1 inh: -3; JMJD2C inh: 5

Results for O=C(NC1CCCN(Cc2ccc(Cl)cc2)C1)c1c(F)cccc1F (configuration not stated) ?
core dimer inh: -2; EBNA-1 inhibitor: 1; CTSL1 counter: 28*; PP5 inh: 2.5; PP1 inh: 1; CR mimetic SO: 101; ZTA DNA inh: -13; TPT1 inh: 2; JMJD2C inh: 1

Results for COc1ccc(CC(=O)Nc2ncc([N+](=O)[O-])s2)cc1OC ?
core dimer inh: -3; EBNA-1 inhibitor: -1; CTSL1 counter: 4; PP5 inh: 0.9; PP1 inh: -1; CR mimetic SO: 121; ZTA DNA inh: 4; TPT1 inh: 1; JMJD2C inh: 5

What do the screens show for `NS(=O)(=O)c1ccc(Nc2c([N+](=O)[O-])cncc2[N+](=O)[O-])cc1`?
core dimer inh: 4; EBNA-1 inhibitor: 1; CTSL1 counter: -2; PP5 inh: 1.3; PP1 inh: -3; CR mimetic SO: 110; ZTA DNA inh: -5; TPT1 inh: -1; JMJD2C inh: 0

Results for CC(=O)c1cc(C#N)c(N2CCCCC2)nc1C ?
core dimer inh: -6; EBNA-1 inhibitor: 1; CTSL1 counter: 6; PP5 inh: -0.8; PP1 inh: 1; CR mimetic SO: 92; ZTA DNA inh: 0; TPT1 inh: 0; JMJD2C inh: inactive

Results for COc1cccc(CNC(=O)COc2ccc(C(=O)c3ccccc3)cc2)c1 ?
core dimer inh: 12; EBNA-1 inhibitor: -11; CTSL1 counter: -3; PP5 inh: 1.6; PP1 inh: -2; CR mimetic SO: 119; ZTA DNA inh: 8; TPT1 inh: -3; JMJD2C inh: 6

Results for COc1cccc2c1cc1c(=O)n(CC(=O)NC3CCCCC3)nc(C)n12 ?
core dimer inh: 3; EBNA-1 inhibitor: -8; CTSL1 counter: -4; PP5 inh: 1.4; PP1 inh: -4; CR mimetic SO: 123; ZTA DNA inh: -8; TPT1 inh: 0; JMJD2C inh: 18

How did CCn1c(SCC(=O)Nc2nccs2)nnc1C1CC1 do in these assays?
core dimer inh: 0; EBNA-1 inhibitor: -1; CTSL1 counter: 1; PP5 inh: 2.6; PP1 inh: 2; CR mimetic SO: 101; ZTA DNA inh: -10; TPT1 inh: 0; JMJD2C inh: -4

How did O=C1CSC(c2cccnc2)N1c1ccccc1 (configuration not stated) do in these assays?
core dimer inh: 2; EBNA-1 inhibitor: -5; CTSL1 counter: -3; PP5 inh: 1.3; PP1 inh: -4; CR mimetic SO: 97; ZTA DNA inh: -14; TPT1 inh: 1; JMJD2C inh: 0

How did Cc1ccc(S(=O)(=O)c2cc(Nc3ccccc3)ccc2O)cc1 do in these assays?
core dimer inh: -27; EBNA-1 inhibitor: 2; CTSL1 counter: 5; PP5 inh: -6.5; PP1 inh: 7; CR mimetic SO: 101; ZTA DNA inh: -17; TPT1 inh: 1; JMJD2C inh: -1

What do the screens show for `CC(=O)N1c2c(cc(Br)cc2S(=O)(=O)NCc2ccc(C)cc2)CC1C` (configuration not stated)?
core dimer inh: 5; EBNA-1 inhibitor: 18; CTSL1 counter: 0; PP5 inh: -0.3; PP1 inh: 1; CR mimetic SO: 104; ZTA DNA inh: 17; TPT1 inh: -1; JMJD2C inh: -5

How did COc1ccc(CCNS(=O)(=O)c2ccc(Br)cc2)cc1 do in these assays?
core dimer inh: 3; EBNA-1 inhibitor: -2; CTSL1 counter: -4; PP5 inh: 0.8; PP1 inh: -7; CR mimetic SO: 104; ZTA DNA inh: 6; TPT1 inh: -3; JMJD2C inh: -12

Results for N#Cc1nc(Cc2ccccc2)oc1NCCN1CCOCC1 ?
core dimer inh: -13; EBNA-1 inhibitor: 1; CTSL1 counter: 1; PP5 inh: 2.5; PP1 inh: 3; CR mimetic SO: 92; ZTA DNA inh: -17; TPT1 inh: -4; JMJD2C inh: 7

Results for O=C(Cc1ccc(Cl)c(Cl)c1)Nc1ccc(SC(F)F)cc1 ?
core dimer inh: -1; EBNA-1 inhibitor: 1; CTSL1 counter: 0; PP5 inh: 4.1; PP1 inh: 4; CR mimetic SO: 98; ZTA DNA inh: -4; TPT1 inh: -2; JMJD2C inh: 9

Reprinted at random: 4 records from the list, in no set order.
How did Cc1ccc(NC(=O)CN(C)C(=S)NC2CC2)cc1 do in these assays?
core dimer inh: 1; EBNA-1 inhibitor: -4; CTSL1 counter: -4; PP5 inh: -1.1; PP1 inh: -1; CR mimetic SO: 103; ZTA DNA inh: -2; TPT1 inh: 2; JMJD2C inh: 1

How did COCCCNC(=O)COc1ccc(-c2nccc(-c3ccccn3)n2)cc1 do in these assays?
core dimer inh: 8; EBNA-1 inhibitor: 1; CTSL1 counter: 7; PP5 inh: -1.2; PP1 inh: -2; CR mimetic SO: 96; ZTA DNA inh: 0; TPT1 inh: -3; JMJD2C inh: 5

What do the screens show for `O=C(COc1ccc2ccc(=O)oc2c1)NC(Cc1ccc(Cl)cc1)C(=O)O` (configuration not stated)?
core dimer inh: -7; EBNA-1 inhibitor: -10; CTSL1 counter: -1; PP5 inh: 4.4; PP1 inh: -10; CR mimetic SO: 126; ZTA DNA inh: -3; TPT1 inh: 0; JMJD2C inh: 2

Results for CCC(=O)N1c2ccc(S(=O)(=O)CCC(=O)N3CCn4c3nc3ccccc34)cc2CC1C (configuration not stated) ?
core dimer inh: 6; EBNA-1 inhibitor: -7; CTSL1 counter: -2; PP5 inh: 3.3; PP1 inh: -1; CR mimetic SO: 102; ZTA DNA inh: -2; TPT1 inh: 4; JMJD2C inh: -26
